# High-throughput results deposited in PubChem BioAssay by several laboratories.
# GSK3beta inhib = human GSK3beta kinase inhibitors, primary screen, biochemical, cell-free homogeneous, HTS; Glycogen synthase kinase-3 beta (Homo sapiens), P49841; GST-GSK3beta kinase, ADP-Glo luminescence, 60 min; stronger effect = lower value; activity score (negative = inhibition), % at 10 µM; actives 0.038% (n = 300,000);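 active means more than half of replicate wells score below -50%, meaning over 50% inhibition versus plate controls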;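 further: 0% = median DMSO wells and -100% = median GW8510 positive control wells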
#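 Assay system: GST-fused GSK3beta enzyme, cell-free / Medium: Tris pH 7.5 buffer with MgCl2, DTT, BSA, heparin / Also added: peptide substrate plus 25 µM ATP (final) / Compound: 10 µM single point / Timing: kinase reaction with compound 60 min at room temperature / Detection: ADP-Glo luminescence / Benchmarks: DMSO neutral wells and GW8510 at 20 µM as positive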
# hERG protect = hERG rescue from dofetilide block, primary screen, cell-based, CHO-hERG, FluxOR thallium flux, dofetilide IC70. actives 0.51% (n = 310,000). activation (rescue from dofetilide block), less the hit threshold, % at 10 µM. dofetilide IC70 present;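 active means activation above the mean of controls blocked by dofetilide plus 5 SD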;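 further: thallium influx through hERG after potassium depolarization seen as dye fluorescence rise; in these data hits start at about 4.7%; inactives centre near -7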
# KCNQ1 inh = inhibitors of human KCNQ1 channel, primary screen, cell-based, thallium flux, high-throughput | CHO-K1 KCNQ1, FluxOR thallium flux fluorescence; stronger effect = higher value | B-score at 10 µM | actives 1.3% (n = 310,000) | Potassium voltage-gated channel subfamily KQT member 1 (Homo sapiens), P51787;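 active means compounds whose thallium flux B-score, printed positive for inhibition, exceeds three library SD while starting fluorescence stays within three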;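 further: channel opened by potassium depolarization with thallium stimulus after 20 min compound exposure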
# KCNK9 block = KCNK9 potassium channel inhibitors, primary screen, HEK293 cells, thallium flux; actives 1.2% (n = 310,000); B-score at 10 µM; FluxOR thallium flux fluorescence; stronger effect = lower value; Potassium channel subfamily K member 9 (Homo sapiens), Q9NPC2; AID 488922, 2010;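 active means ratio B-score over 3 SD below the library mean, with starting fluorescence within 5 SD of its mean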;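 further: negative B-score means less thallium flux so channel inhibition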
# RGS4 pot = RGS4 potentiators or activators, primary screen, cell-based, HEK293 M3R inducible RGS4, calcium flux | AID 463111, 2010 | B-score at 10 µM | actives 0.92% (n = 310,000) | carbachol calcium flux Fluo4; stronger effect = lower value;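 active means B-score of the integrated calcium signal more than 4 SD below the library mean, with starting fluorescence not abnormally high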;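 further: negative B-score means reduced calcium response which marks RGS4 activation or potentiation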
#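 Assay system: Inducible-RGS4 HEK293 cells carrying M3 receptor | Schedule: Compound preincubation 20 min at room temperature before agonist | Signal: Kinetic calcium fluorescence imaging with Fluo4-AM dye, 2 µM | Read-out basis: B score from integrated fluorescence ratio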
# KCNK3 block = human KCNK3 channel inhibitors, primary screen, CHO cells, FluxOR thallium flux, B-score | FluxOR fluorescence; stronger effect = lower value | B-score at 10 µM | actives 0.84% (n = 340,000);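 active means B-score under library mean minus 4 SD, starting fluorescence ratio at most library mean plus 5 SD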;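 further: more negative B-score means stronger inhibition of thallium flux through KCNK3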
# Target sequence (O14649 whole entry, looked up): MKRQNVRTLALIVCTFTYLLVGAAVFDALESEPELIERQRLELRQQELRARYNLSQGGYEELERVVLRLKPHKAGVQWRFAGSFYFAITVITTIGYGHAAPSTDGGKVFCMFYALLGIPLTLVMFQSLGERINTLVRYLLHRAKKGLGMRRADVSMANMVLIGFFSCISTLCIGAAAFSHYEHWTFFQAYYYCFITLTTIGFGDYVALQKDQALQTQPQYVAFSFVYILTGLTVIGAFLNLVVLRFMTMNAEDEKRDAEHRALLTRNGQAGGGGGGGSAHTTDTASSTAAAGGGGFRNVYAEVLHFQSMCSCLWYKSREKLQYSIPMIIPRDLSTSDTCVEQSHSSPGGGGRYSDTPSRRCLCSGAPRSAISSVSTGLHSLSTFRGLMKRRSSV
# KCNQ1 act = potentiators or activators of KCNQ1 channel, primary screen, cell-based, thallium flux, high-throughput; Potassium voltage-gated channel subfamily KQT member 1 (Homo sapiens), P51787; CHO-K1 KCNQ1, thallium flux FluxOR fluorescence; stronger effect = higher value; actives 0.35% (n = 310,000); B-score at 10 µM;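 active means fluorescence ratio B-score, a plate-corrected score, at least three library SD, with initial intensity B-score within 5 SD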
#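 Doses: Single concentration per compound, DMSO matched to controls | Test system: KCNQ1-transfected CHO-K1 cells | Timing: 90 min dye loading and 20 min compound exposure, both at room temperature | Measured by: Kinetic FluxOR thallium fluorescence, 10-s 1-Hz baseline, 110-s post-stimulus read | Medium: Assay buffer with matched DMSO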
# RGS4 block = RGS4 inhibitors, primary screen, cell-based, HEK293 M3R inducible RGS4, calcium flux | Regulator of G-protein signaling 4 (Homo sapiens), P49798 | Fluo-4 calcium flux; stronger effect = higher value; triggered by carbachol at its EC20 | B-score at 10 µM | actives 0.45% (n = 310,000) | AID 463165, 2010;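 active means B-score, a plate-corrected calcium signal, over three deviations above library mean, with baseline fluorescence within five deviations of library mean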;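 further: RGS4 expression induced by doxycycline in cells with stable M3 receptor; B-score is computed from the integrated fluorescence ratio over baseline after carbachol; higher B-score means a larger calcium signal and so more RGS4 inhibition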
# Target sequence (P49798 whole entry, looked up): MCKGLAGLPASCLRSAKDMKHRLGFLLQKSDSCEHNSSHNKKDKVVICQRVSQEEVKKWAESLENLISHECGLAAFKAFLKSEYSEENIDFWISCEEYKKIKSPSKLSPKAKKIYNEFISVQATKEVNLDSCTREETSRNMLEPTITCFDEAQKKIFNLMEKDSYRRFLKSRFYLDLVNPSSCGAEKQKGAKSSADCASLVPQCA
# GSK3A inh = blockers of GSK3A enzyme activity – biochemical, luminescence, cell-free homogeneous, HTS, primary screen | Glycogen synthase kinase-3 alpha (Homo sapiens), P49840 | GSK-3 alpha kinase, ADP-Glo luminescence, 60 min | inhibition, % at 10 µM | actives 0.1% (n = 320,000);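 in the data active means inhibition above about 50%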;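 further: GST-tagged GSK-3 alpha with peptide substrate and 25 µM ATP; 0% = DMSO neutral wells and 100% = GW8510 positive control wells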
# Target sequence (P49840 whole entry, looked up): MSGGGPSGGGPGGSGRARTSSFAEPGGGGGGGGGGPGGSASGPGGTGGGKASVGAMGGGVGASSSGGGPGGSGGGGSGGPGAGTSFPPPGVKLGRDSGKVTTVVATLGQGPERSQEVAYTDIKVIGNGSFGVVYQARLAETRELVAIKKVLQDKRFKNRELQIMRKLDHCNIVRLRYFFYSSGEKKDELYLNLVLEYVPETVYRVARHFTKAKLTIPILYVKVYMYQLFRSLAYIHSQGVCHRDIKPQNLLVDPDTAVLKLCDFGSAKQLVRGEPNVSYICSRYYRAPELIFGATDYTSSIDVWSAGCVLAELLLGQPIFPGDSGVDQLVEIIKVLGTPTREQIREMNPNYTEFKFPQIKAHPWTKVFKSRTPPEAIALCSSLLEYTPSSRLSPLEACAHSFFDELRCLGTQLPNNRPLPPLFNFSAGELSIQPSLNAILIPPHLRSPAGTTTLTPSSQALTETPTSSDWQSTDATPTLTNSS
# PolyA inh = polyadenylation inhibitors in yeast reporter cells, primary screen, luminescence, S. cerevisiae; actives 0.02% (n = 300,000); calls only at 12 µM; S. cerevisiae SKY197-pL101 polyadenylation reporter, beta-gal luminescence; efflux-impaired pdr1/pdr3 knockout yeast; score 100 = 6 SD above DMSO;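 active means lowest replicate activity score at least 50, where 100 means six control SD above control mean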;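 further: yeast exposed to compound for 9 h at 30 °C; higher score means more reporter readthrough which indicates perturbed polyadenylation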
# DYRK1A inh = rat Dyrk1A kinase inhibitors, primary screen, biochemical, single point, plate reader; Dual specificity tyrosine-phosphorylation-regulated kinase 1A (Rattus norvegicus), Q63470; inhibition, % at 12.5 µM; actives 0.43% (n = 310,000); ADP-Glo luminescence, NFATc1 peptide; AID 504441, 2011; in the data active means inhibition above about 50%;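 further: plate controls were vehicle with enzyme for no effect and no enzyme for full effect; many of its hits are not listed in these tables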
# Numbers without * were called inactive; i = inactive; . = not tested or not shown.
SMILES,GSK3beta inhib,hERG protect,KCNQ1 inh,KCNK9 block,RGS4 pot,KCNK3 block,KCNQ1 act,RGS4 block,GSK3A inh,PolyA inh,DYRK1A inh
COCCNC(=O)C(=O)Nc1cc2c3c(c1)C(C)C(=O)N3CCC2 (stereo not drawn),1,-7,i,i,i,i,i,i,-9,i,2
COc1ccc(-c2nc(C#N)c(NCCCN3CCOCC3)o2)cc1,4,-10,i,i,i,i,i,i,-2,i,5
O=C(NC1CCN(Cc2ccccc2)CC1)c1cccc(Br)c1,-5,-11,i,i,i,i,i,i,-3,i,3
NS(=O)(=O)c1ccc(CNC(=O)c2cc(-c3cccnc3)nc3ccccc23)cc1,-4,-7,i,i,i,i,i,i,3,i,0
CCOC(=O)c1nn(-c2ccc(C)c(C)c2)cc1O,-5,-14,i,i,i,i,i,i,.,i,26
O=C(O)c1cscn1,1,-2,i,i,i,i,i,i,-1,i,-9
CC(=O)N(CN1C(=O)c2ccccc2C1=O)c1ccccc1,1,-11,i,i,i,i,i,i,-1,i,-2
CCOCC(=O)Nc1ccc(S(=O)(=O)NCC2CCCO2)cc1 (stereo not drawn),-2,-2,i,i,i,i,i,i,-2,.,0
C[C@@]12C(=O)N(c3cccc(F)c3)C(=O)N1[C@H](c1ccc(Cl)cc1)[C@@H]1C(=O)N(C3CCCCC3)C(=O)[C@@H]12,2,-9,i,i,i,i,i,i,0,i,8
OC1(c2ccccc2Cl)NN=C2CCCCCN21 (stereo not drawn),-3,-10,i,i,i,i,i,i,-2,i,5
Cc1ccc(S(=O)(=O)/N=c2\scc(C)n2C)cc1,-24,-8,i,i,i,i,i,i,-9,i,-2
N#CCCn1nc(-c2ccccc2)cc1-n1c(C(F)(F)F)nc2ccccc21,2,-7,i,i,i,i,i,i,-2,i,2
O=C(CSc1nnc(-c2ccccc2)o1)NC1CC1,.,-6,i,i,i,i,i,i,0,i,1
Cc1cc(=O)oc2c3c(cc(OCC(=O)NC4CC4)c12)OC(C)(C)CC3,1,-5,i,i,i,i,i,i,-2,i,-1
COCCNS(=O)(=O)c1ccc(Cl)c(C(=O)NC2CCN(Cc3ccccc3)CC2)c1,.,-9,i,i,i,i,i,i,-1,i,1

# Structures listed so far that have a cyano group, in the order listed:
SMILES,GSK3beta inhib,hERG protect,KCNQ1 inh,KCNK9 block,RGS4 pot,KCNK3 block,KCNQ1 act,RGS4 block,GSK3A inh,PolyA inh,DYRK1A inh
COc1ccc(-c2nc(C#N)c(NCCCN3CCOCC3)o2)cc1,4,-10,i,i,i,i,i,i,-2,i,5
N#CCCn1nc(-c2ccccc2)cc1-n1c(C(F)(F)F)nc2ccccc21,2,-7,i,i,i,i,i,i,-2,i,2

# Following part
SMILES,GSK3beta inhib,hERG protect,KCNQ1 inh,KCNK9 block,RGS4 pot,KCNK3 block,KCNQ1 act,RGS4 block,GSK3A inh,PolyA inh,DYRK1A inh
O=C(CNS(=O)(=O)c1ccc(Br)s1)NCC1COc2ccccc2O1 (stereo not drawn),1,-13,i,i,i,i,i,i,-5,i,0
CC(Sc1n[nH]c(N)n1)C(=O)Nc1ccccc1-c1ccccc1 (stereo not drawn),1,-2,i,i,i,i,i,i,-2,i,-3
FC(F)(F)c1nc2nncn2c2c1CCCCC2,2,-8,i,i,i,i,i,i,4,i,2
COc1ccc(NC(=O)c2ccc(S(=O)(=O)N3CCCCC3)cc2)c(OC)c1,.,-8,i,i,i,i,i,i,-1,i,-4
CCC(=O)Nc1nc2ccccc2n1CCN(C)C,4,-14,i,i,i,i,i,i,-1,i,25
COc1cc(/C=N\NC(=O)C2C(=O)NCC2c2ccccc2)cc(OC)c1O (stereo not drawn),1,-6,i,i,i,i,i,i,0,i,5
Cc1cc(N(C)NC(=S)Nc2ccccc2)nc(C)n1,3,-12,i,i,i,i,i,i,1,i,-1
CC(C)CN(C(=O)CSc1nn(-c2ccc(Cl)cc2)c(=S)s1)C1CCS(=O)(=O)C1 (stereo not drawn),-2,-6,i,i,i,i,i,i,-3,i,-3
Nc1ccc2nc(-c3ccccc3)c(-c3ccccc3)nc2c1,-1,-28,15*,i,i,i,i,i,1,i,-1
COc1ccc(OC)c2sc(N3CCCCC3)nc12,-1,-10,i,i,i,i,i,i,-1,i,8
CN(Cc1ccc(F)cc1)C(=O)c1cccc(S(=O)(=O)NCc2ccccc2)c1,-6,-14,i,i,i,i,i,i,-1,i,-5
O=c1oc(-c2ccccc2)cc(Cl)c1Cl,0,-24,6*,i,i,i,i,i,0,i,5
CCOc1ccc(CN2CCNC(=O)C2CC(=O)NCCC2=CCCCC2)cc1 (stereo not drawn),1,-6,i,i,i,i,i,i,-3,i,3
Cc1cc(C)c2cccc(N)c2n1,1,-7,i,i,i,i,i,i,8,i,-26
Cc1ccc(NC(=O)C2CC(=O)n3c(nc4ccccc43)N2)cc1C (stereo not drawn),0,-12,i,i,i,i,i,i,2,i,-2
CC(C)N(C(=O)N1CCN(c2ccnc3cc(Cl)ccc23)CC1)C(C)C,-3,-12,i,i,i,i,i,i,.,i,-1
O=C(NCCCN1CCCC1=O)c1ccc(S(=O)(=O)Nc2cccc(C(F)(F)F)c2)cc1,1,-16,i,i,i,i,i,i,-2,i,5
CC(C)NC(=O)c1ccccc1-c1nc(-c2ccccc2Cl)no1,3,-3,i,i,i,i,i,i,2,i,5
COc1cc(NC(=O)CCCNC(=O)c2ccc(Cl)cc2)cc(OC)c1,-1,-9,i,i,i,i,i,i,0,.,.
CCOC(=O)c1ccc(NC(=O)CSc2nc3c(c(=O)n2C)SC(C)C3)cc1 (stereo not drawn),2,-8,i,i,i,i,i,i,4,i,-6
Cc1nn(-c2ccccc2)c(C)c1-c1cc(C(=O)N/N=C/c2ccc(O)cc2)[nH]n1,-2,-25,i,i,-7.1*,i,i,i,0,i,10
CCc1nnc2c(N(C)C)nc3ccccc3n12,5,-6,i,i,i,i,i,i,2,.,0
CC1c2cc3c(cc2CCN1S(=O)(=O)c1ccccc1)OCCCO3 (stereo not drawn),2,-6,i,i,i,i,i,i,-1,i,0
COCCNC(=O)C(=O)NCC1OCCCN1S(=O)(=O)c1cccs1 (stereo not drawn),0,-4,i,i,i,i,i,i,0,i,-5
CC1=C(C(=O)Nc2ccccn2)C(c2ccc(Br)cc2)NC(=S)N1 (stereo not drawn),2,-12,i,i,i,i,i,i,0,i,-5
O=S(=O)(Nc1cc(F)ccc1F)c1cccc2nsnc12,6,-9,i,i,i,i,i,i,-1,i,7
COC(=O)/C(=C\Nc1ccccc1)NC(=O)c1ccc(Cl)cc1Cl,2,-11,i,i,i,i,i,i,.,i,9
COc1ccc(OC)c(N/C(N)=N/c2nc(C)cc(C)n2)c1,1,-3,i,i,i,i,i,i,0,i,-2
O=C(Nc1ccc(F)cc1)NC1CCCCCCC1,-2,-7,i,i,i,i,i,i,-3,i,-4
Cc1ccccc1N1CN(Cc2ccco2)CNC1=S,-1,-6,i,i,i,i,i,i,-2,i,1
O=C1c2ccccc2C(=O)N1c1ccc(Cc2ccncc2)cc1,2,-13,i,i,i,i,i,i,1,i,3
O=C(NNC(=O)c1cccnc1)c1ccncc1,2,-10,i,i,i,i,i,i,-2,i,-3
Cc1cc(C)cc(NC(=O)Nc2cc(S(=O)(=O)N(C)C)ccc2C)c1,-2,-11,i,i,i,i,i,i,-3,i,.
CCCCc1nc2ccccc2c(NC(=O)CN2CCN(C)CC2)c1CCC,2,-3,i,i,i,i,i,i,-2,i,-8
CC(C)(C)c1ccc(/C=C(\C#N)C(=O)NC2CC2)cc1,1,-8,i,i,i,i,i,i,-1,i,.
N#C[C@]1(S(=O)(=O)c2ccccc2)C[C@@H]2ON=C(c3cccc(Br)c3)[C@@H]2C1,3,-10,i,i,i,i,i,i,-1,i,0
COc1ccc(NC(=O)C(c2ccccc2)N(C)C(=O)c2ccc(=O)[nH]c2)cc1 (stereo not drawn),3,-5,i,i,i,i,i,i,-4,i,-5
Cc1cc(C)n(S(=O)(=O)c2ccc(C)c(C)c2C)n1,-3,-12,i,i,i,i,i,i,1,i,3
COCCn1c(C)cc(C(=O)Cn2nc(C(=O)O)c3ccccc3c2=O)c1C,2,-9,i,i,i,i,i,i,-2,i,-1
C=CCC1NS(=O)(=O)OC(CCc2ccccc2)C1O (stereo not drawn),1,-2,i,i,i,i,i,i,2,i,-4
Cc1c(N=Cc2ccc(Br)s2)cccc1[N+](=O)[O-],-2,-11,i,i,i,i,i,i,0,i,-1
C=CCn1c(Cc2cccs2)nnc1SC/C=C/c1ccccc1,2,-15,i,i,i,i,i,i,-4,i,3
Cc1cc(C)c(CN2CCN(Cc3ccc(C)o3)C(CCO)C2)c(-n2cccn2)c1 (stereo not drawn),-3,-9,i,i,i,i,i,i,-2,i,.
CSc1ccc(S(=O)(=O)NCCCOC(C)C)cc1,-3,-13,i,i,i,i,i,i,10,i,1

# Whole records as entered above. Values in the order: GSK3beta inhib	hERG protect	KCNQ1 inh	KCNK9 block	RGS4 pot	KCNK3 block	KCNQ1 act	RGS4 block	GSK3A inh	PolyA inh	DYRK1A inh
# Profile of C=CCn1c(Cc2cccs2)nnc1SC/C=C/c1ccccc1 = 2	-15	i	i	i	i	i	i	-4	i	3
# Profile of Cc1cc(C)c(CN2CCN(Cc3ccc(C)o3)C(CCO)C2)c(-n2cccn2)c1 (stereo not drawn) = -3	-9	i	i	i	i	i	i	-2	i	.

# Some of the compounds tested; the hit share may differ from the screen's.
